Bioassay records: PubChem, Broad Institute
TcdB GH inh = TcdB glycohydrolase inhibitors, primary screen, biochemical, single point, plate reader; TcdB glycohydrolase enzymatic assay; hit rate 0.24% among 350,000; AID 652162, 2013; Toxin B (Clostridioides difficile), P18177; inhibition, % at 9.99 µM; in the data active = inhibition above about 10%
Target sequence (P18177 whole entry, looked up): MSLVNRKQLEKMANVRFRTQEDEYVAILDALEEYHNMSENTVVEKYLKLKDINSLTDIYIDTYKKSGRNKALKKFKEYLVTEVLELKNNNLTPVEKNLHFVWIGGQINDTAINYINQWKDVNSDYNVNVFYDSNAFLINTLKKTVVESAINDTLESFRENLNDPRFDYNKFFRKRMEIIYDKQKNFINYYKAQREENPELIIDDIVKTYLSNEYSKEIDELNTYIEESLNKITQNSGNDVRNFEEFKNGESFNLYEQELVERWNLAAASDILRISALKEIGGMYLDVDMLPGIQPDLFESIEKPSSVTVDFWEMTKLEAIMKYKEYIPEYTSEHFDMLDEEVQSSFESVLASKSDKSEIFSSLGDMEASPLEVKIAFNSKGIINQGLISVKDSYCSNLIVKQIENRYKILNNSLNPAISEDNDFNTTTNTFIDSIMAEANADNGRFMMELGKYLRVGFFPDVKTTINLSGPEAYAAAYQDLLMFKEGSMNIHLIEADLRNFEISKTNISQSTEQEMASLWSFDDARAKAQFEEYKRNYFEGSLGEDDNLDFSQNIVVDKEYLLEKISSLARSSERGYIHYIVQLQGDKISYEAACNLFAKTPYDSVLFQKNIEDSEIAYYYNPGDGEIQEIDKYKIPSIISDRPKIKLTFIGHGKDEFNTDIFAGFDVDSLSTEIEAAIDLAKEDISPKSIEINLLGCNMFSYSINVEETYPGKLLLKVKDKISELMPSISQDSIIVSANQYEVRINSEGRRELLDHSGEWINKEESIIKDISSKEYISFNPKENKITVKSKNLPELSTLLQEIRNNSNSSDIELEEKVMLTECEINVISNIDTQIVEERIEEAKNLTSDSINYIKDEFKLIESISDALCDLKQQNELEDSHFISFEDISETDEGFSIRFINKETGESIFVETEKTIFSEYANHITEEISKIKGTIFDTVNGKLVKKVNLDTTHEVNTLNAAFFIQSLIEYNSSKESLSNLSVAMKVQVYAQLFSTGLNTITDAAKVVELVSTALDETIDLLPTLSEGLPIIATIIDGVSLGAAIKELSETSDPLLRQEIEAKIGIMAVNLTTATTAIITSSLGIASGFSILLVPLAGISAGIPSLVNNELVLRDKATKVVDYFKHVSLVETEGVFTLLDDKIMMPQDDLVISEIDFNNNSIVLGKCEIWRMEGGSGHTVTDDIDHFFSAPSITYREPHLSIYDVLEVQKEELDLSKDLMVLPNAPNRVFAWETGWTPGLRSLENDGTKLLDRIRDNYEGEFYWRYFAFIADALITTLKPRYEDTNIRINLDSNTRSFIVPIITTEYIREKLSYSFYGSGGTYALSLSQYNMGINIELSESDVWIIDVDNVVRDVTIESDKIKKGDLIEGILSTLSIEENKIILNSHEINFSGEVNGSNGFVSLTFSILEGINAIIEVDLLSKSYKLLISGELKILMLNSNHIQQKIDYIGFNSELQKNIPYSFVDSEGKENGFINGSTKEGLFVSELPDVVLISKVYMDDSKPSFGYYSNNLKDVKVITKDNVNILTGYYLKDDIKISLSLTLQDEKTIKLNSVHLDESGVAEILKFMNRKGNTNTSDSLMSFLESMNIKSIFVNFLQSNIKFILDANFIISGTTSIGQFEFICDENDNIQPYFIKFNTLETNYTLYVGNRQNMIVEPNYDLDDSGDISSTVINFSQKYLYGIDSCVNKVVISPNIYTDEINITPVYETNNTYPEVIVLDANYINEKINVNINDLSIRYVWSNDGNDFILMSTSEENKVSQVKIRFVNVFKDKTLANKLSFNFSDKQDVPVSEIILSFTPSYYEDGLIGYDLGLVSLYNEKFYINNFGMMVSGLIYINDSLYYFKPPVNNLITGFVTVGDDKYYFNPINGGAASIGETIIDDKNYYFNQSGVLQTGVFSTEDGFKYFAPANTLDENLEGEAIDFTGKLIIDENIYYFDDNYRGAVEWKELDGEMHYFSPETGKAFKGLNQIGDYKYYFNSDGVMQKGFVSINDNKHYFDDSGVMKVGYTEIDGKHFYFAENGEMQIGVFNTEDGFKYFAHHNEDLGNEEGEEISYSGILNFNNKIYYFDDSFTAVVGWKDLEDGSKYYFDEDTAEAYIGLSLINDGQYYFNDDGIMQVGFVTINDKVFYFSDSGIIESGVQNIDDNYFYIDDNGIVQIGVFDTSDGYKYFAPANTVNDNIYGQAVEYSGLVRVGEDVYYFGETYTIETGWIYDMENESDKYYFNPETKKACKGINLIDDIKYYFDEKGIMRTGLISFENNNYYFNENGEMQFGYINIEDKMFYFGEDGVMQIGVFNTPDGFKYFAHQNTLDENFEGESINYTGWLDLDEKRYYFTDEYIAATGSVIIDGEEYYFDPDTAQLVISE
* marks the source's active call; other numbers are inactive results. A portion of the library. The share of hits here may be higher or lower than overall.

SMILES | TcdB GH inh
CN1CCN(C(=O)C[C@@H]2C[C@@H]3c4cc(NC(=O)NC5CCCCC5)ccc4O[C@@H]3[C@@H](CO)O2)CC1 | 0.2
CN1[C@@H]2c3ccc(/C=C/c4ccccc4)c(=O)n3C[C@@H]2[C@@H](CO)[C@@H]1C(=O)NC1CCCCC1 | 1.3
C[C@H]1CN([C@@H](C)CO)C(=O)c2cc(NC(=O)Nc3ccc4c(c3)OCO4)ccc2O[C@H]1CN(C)Cc1ccc(Cl)c(Cl)c1 | 0.1
Cc1noc(C)c1S(=O)(=O)Nc1ccc2c(c1)C(=O)N([C@H](C)CO)C[C@H](C)[C@H](CN(C)S(=O)(=O)c1cccs1)O2 | -0.6
O=C(Nc1ccc(F)cc1)N[C@H]1CC[C@@H](CCNC(=O)c2ccccc2F)O[C@@H]1CO | -1.5
C[C@@H]1CN([C@@H](C)CO)C(=O)Cc2cc(NC(=O)Nc3ccc(F)cc3)ccc2O[C@@H]1CN(C)Cc1ccc(C(=O)O)cc1 | -0.3
C[C@@H]1CCCCO[C@@H](CN(C)C)[C@@H](C)CN([C@H](C)CO)C(=O)c2cc(NC(=O)Cc3ccccc3)ccc2O1 | -0.5
COCC(=O)Nc1ccc2c(c1)OC[C@@H](C)N(C(=O)c1cccnc1)C[C@H](C)[C@@H](OC)CN(C)C2=O | -0.3
O=C(C[C@@H]1C=C[C@@H](NC(=O)C2CCC2)[C@H](CO)O1)NC1CCCCC1 | -2.3
Cc1ccccc1S(=O)(=O)N[C@H]1CC[C@H](CCn2cc(-c3ccc(F)cc3)nn2)O[C@@H]1CO | 1.1
COCC(=O)N(C)C[C@@H]1[C@@H](c2ccccc2)[C@H](CO)N1C(=O)Cc1cccnc1 | 0.6
C[C@H](CO)N1C[C@H](C)[C@@H](CN(C)C(=O)CCC(F)(F)F)OCCCC[C@H](C)Oc2ccc(NS(=O)(=O)c3cn(C)cn3)cc2C1=O | 0.1
O=C(Nc1ccccc1)N[C@@H]1CC[C@H](CCNS(=O)(=O)c2ccccc2F)O[C@H]1CO | 0.9
Cc1noc(C)c1S(=O)(=O)Nc1ccc2c(c1)C(=O)N([C@H](C)CO)C[C@H](C)[C@H](CN(C)Cc1ccc(-c3ccccc3)cc1)O2 | 0.2
C[C@@H]1CCCCO[C@@H](CN(C)Cc2ccc(C(=O)O)cc2)[C@@H](C)CN([C@H](C)CO)C(=O)c2cc(NC(=O)Nc3ccc(F)cc3)ccc2O1 | 0.3
COc1ccc(NC(=O)N[C@@H]2CC[C@@H](CCNS(=O)(=O)c3ccccc3F)O[C@@H]2CO)cc1 | 0.0
COc1ccc(-c2cnc3c(c2)C(=O)N([C@H](C)CO)C[C@H](C)[C@H](CN(C)Cc2ccc(F)cc2)O3)cc1 | -0.3
Cc1cc(C(=O)Nc2cccc3c2O[C@H](CN(C)C(=O)NC(C)C)[C@H](C)CN([C@@H](C)CO)C3=O)n(C)n1 | 0.5
C[C@@H](NC(=O)C[C@H]1CC[C@@H](NC(=O)C2CCOCC2)[C@H](CO)O1)c1ccccc1 | 0.6
COc1ccc(-c2ccc([C@@H]3[C@@H](CO)N(C(=O)C4CCOCC4)[C@H]3C#N)cc2)cc1 | 0.0

Laid out differently: entries from further up
| canonical_smiles | TcdB GH inh |
| --- | --- |
| O=C(Nc1ccc(F)cc1)N[C@H]1CC[C@@H](CCNC(=O)c2ccccc2F)O[C@@H]1CO | -1.5 |
| COc1ccc(-c2ccc([C@@H]3[C@@H](CO)N(C(=O)C4CCOCC4)[C@H]3C#N)cc2)cc1 | 0.0 |
| C[C@@H]1CCCCO[C@@H](CN(C)Cc2ccc(C(=O)O)cc2)[C@@H](C)CN([C@H](C)CO)C(=O)c2cc(NC(=O)Nc3ccc(F)cc3)ccc2O1 | 0.3 |
| CN1[C@@H]2c3ccc(/C=C/c4ccccc4)c(=O)n3C[C@@H]2[C@@H](CO)[C@@H]1C(=O)NC1CCCCC1 | 1.3 |

The results go on.
SMILES | TcdB GH inh
Cc1ccc(OC(=O)N(C)C[C@@H]2OCc3ccccc3-c3c(n(C)c4ccccc34)C(=O)N([C@H](C)CO)C[C@@H]2C)cc1 | -0.1
C[C@@H]1CCCCO[C@H](CN(C)C(=O)Nc2cccc3ccccc23)[C@H](C)CN([C@@H](C)CO)C(=O)c2cc(NC(=O)Cc3ccccc3)ccc2O1 | 0.5
CN(C)C(=O)c1cccc(-c2cccc(-c3nc(C(=O)N4CCCCC4)cc4c3[C@H](CCO)N([S@@](=O)C(C)(C)C)C4)c2)c1 | 1.3
C[C@@H]1CN([C@@H](C)CO)C(=O)c2cc(C#CC3(O)CCCC3)cnc2O[C@H]1CN(C)S(=O)(=O)c1ccc(F)cc1 | 2.5
Cc1ccc(S(=O)(=O)N(C)C[C@H]2Oc3ccc(NC(=O)C4CC4)cc3CC(=O)N([C@@H](C)CO)C[C@H]2C)cc1 | -0.2
COc1ccc(S(=O)(=O)N(C)C[C@@H]2OCCCC[C@H](C)Oc3ccc(N(C)C)cc3C(=O)N([C@H](C)CO)C[C@H]2C)cc1 | -8.2
C[C@H](CO)N1C[C@H](C)[C@H](CN(C)C(=O)CC2CC2)Oc2ncc(C#Cc3cccnc3)cc2C1=O | -7.8
C[C@@H]1CN([C@@H](C)CO)S(=O)(=O)c2ccc(C#CCN(C)C)cc2O[C@@H]1CN(C)CC1CC1 | -3.2
C[C@H]1CN([C@@H](C)CO)C(=O)c2cc(NS(=O)(=O)c3cccs3)ccc2O[C@H]1CN(C)C(=O)Nc1ccc(C(F)(F)F)cc1 | 0.3
CCS(=O)(=O)N1CCCCN2[C@H](CO)[C@H](c3ccc(-c4ccccc4)cc3)[C@H]2C1 | 0.0
CN1C(=O)c2cc(NC(=O)c3cccs3)ccc2OC[C@@H]2O[C@H](CC(=O)N3CCOCC3)CC[C@@H]21 | -0.6
COc1ccc(NC(=O)N(C)C[C@H]2Oc3ccc(NC(=O)Cc4cn(C)c5ccccc45)cc3CC(=O)N([C@H](C)CO)C[C@H]2C)cc1 | -0.1
C[C@@H]1CCCCO[C@@H](CN(C)C(=O)Nc2cccc3ccccc23)[C@H](C)CN([C@H](C)CO)C(=O)c2cc(NS(=O)(=O)c3cccs3)ccc2O1 | -0.1
O=C(Cc1ccncc1)N[C@@H]1CC[C@@H](CCn2cc(-c3ccccc3F)nn2)O[C@@H]1CO | -1.1
COc1ccc(NC(=O)N(C)C[C@@H]2Oc3c(NC(=O)NC(C)C)cccc3C(=O)N([C@@H](C)CO)C[C@@H]2C)cc1 | -7.8
C[C@@H]1CN([C@H](C)CO)C(=O)c2cc(NC(=O)c3ccccc3)ccc2O[C@@H](C)CCCCO[C@H]1CN(C)C(=O)Nc1cccc2ccccc12 | -1.3
CCCNC(=O)C[C@H]1CC[C@H]2[C@@H](COC[C@H](O)CN2C(=O)CC)O1 | 0.3
COc1ccc(NC(=O)Nc2ccc3c(c2)C(=O)N([C@H](C)CO)C[C@H](C)[C@H](CN(C)Cc2ccccc2)OCCCC[C@@H](C)O3)cc1 | -0.8
COc1ccccc1-c1ccccc1[C@H]1[C@@H](C#N)N(C(=O)C2CCOCC2)[C@@H]1CO | 0.3
CC(C)NC(=O)N(C)C[C@H]1Oc2c(NC(=O)C3CCOCC3)cccc2C(=O)N([C@@H](C)CO)C[C@@H]1C | 0.6
CO[C@H]1CN(C)C(=O)c2cc(NC(=O)C3CC3)ccc2OC[C@@H](C)N(Cc2ccccc2)C[C@@H]1C | 0.3
CO[C@@H]1CN(C)C(=O)c2ccc(NC(=O)C3CC3)cc2OC[C@@H](C)N(C(=O)c2cccnc2)C[C@@H]1C | 0.3
CCCNC(=O)C[C@@H]1CC[C@H]2[C@H](COc3ccc(NS(=O)(=O)c4ccccc4C)cc3C(=O)N2C)O1 | 1.9
C[C@H](CO)N1C[C@H](C)[C@H](CN(C)Cc2ccccc2)Oc2c(NC(=O)Nc3cccc4ccccc34)cccc2C1=O | 1.1
N#C[C@H]1[C@H](c2ccc(-c3cccnc3)cc2)[C@@H](CO)N1C(=O)C1CCC1 | -0.7
C/C=C/c1cnc2c(c1)C(=O)N([C@@H](C)CO)C[C@H](C)[C@@H](CN(C)S(=O)(=O)c1ccc(F)cc1)O2 | 0.0
N#C[C@@H]1[C@@H](c2ccc(C#CC3CCCC3)cc2)[C@@H](CO)N1C(=O)Cc1ccccn1 | 0.5
CC(=O)N(C)C[C@H]1Oc2cc(C#CCN(C)C)ccc2S(=O)(=O)N([C@@H](C)CO)C[C@@H]1C | -1.2
C[C@H](CO)N1C[C@H](C)[C@H](CN(C)C(=O)Nc2ccc(C(F)(F)F)cc2)Oc2c(NC(=O)c3cnccn3)cccc2C1=O | -0.1
C[C@H]1CN([C@@H](C)CO)C(=O)Cc2cc(NC(=O)Nc3ccc(C(F)(F)F)cc3)ccc2O[C@@H]1CN(C)CC1CCCCC1 | -0.5
C[C@@H]1CN([C@H](C)CO)C(=O)Cc2cc(NC(=O)Cc3cn(C)c4ccccc34)ccc2O[C@H]1CN(C)Cc1ccc(C(=O)Nc2ccccc2N)cc1 | -5.3
O=C(Nc1cc(F)ccc1F)N[C@H]1CC[C@H](CC(=O)N2CCc3ccccc3C2)O[C@H]1CO | 0.5
COCC(=O)N1CC2(CCN(C(=O)NC(C)C)CC2)c2c(n(C)c3cc(OC)ccc23)[C@H]1CO | -1.7
N#C[C@@H]1[C@@H](c2ccccc2)[C@@H](CO)N1C(=O)C1CCCC1 | -2.7
COc1ccc(CN2C[C@H](O)COC[C@@H]3O[C@H](CC(=O)NCCN4CCCC4)CC[C@H]32)cc1 | 0.6
Cc1noc(C)c1NC(=O)Nc1ccc2c(c1)C(=O)N([C@H](C)CO)C[C@H](C)[C@H](CN(C)Cc1ccncc1)O2 | 0.4
CNC[C@@H]1Oc2cc(C#Cc3cccnc3)ccc2S(=O)(=O)N([C@@H](C)CO)C[C@@H]1C | 1.6
C[C@@H]1CN([C@H](C)CO)C(=O)c2cc(NC(=O)CCC(F)(F)F)ccc2O[C@@H](C)CCCCO[C@@H]1CN(C)Cc1ccc(C(=O)O)cc1 | -0.1
CC=Cc1ccc2n(c1=O)C[C@H]1[C@H](CO)[C@@H](C(=O)NC3CCC3)N(C(=O)C3CC3)[C@@H]21 (mixture of isomers) | -0.1
CCCN(C)C[C@H]1Oc2cc(-c3ccc(C)cc3)ccc2S(=O)(=O)N([C@H](C)CO)C[C@H]1C | -0.7
O=C(C[C@@H]1C[C@@H]2c3cc(NC(=O)CC4CC4)ccc3O[C@@H]2[C@H](CO)O1)NCc1ccc(-c2ccccc2)cc1 | 0.2
CN(C)CC#Cc1ccc([C@@H]2[C@@H](CO)N3CCCCN(C(=O)C4CCC4)C[C@H]23)cc1 | -1.4
O=C(C[C@H]1CC[C@H](NC(=O)CCN2CCCCC2)[C@H](CO)O1)NCc1ccc(Cl)c(Cl)c1 | -1.5
C[C@@H]1CN([C@@H](C)CO)C(=O)c2cccc(NC(=O)CCCCCC(=O)Nc3ccccc3N)c2O[C@H]1CN(C)Cc1ccc2c(c1)OCO2 | 0.3
CO[C@H]1CN(C)C(=O)c2ccc(NC(C)=O)cc2OC[C@H](C)N(Cc2cccc(F)c2)C[C@@H]1C | 0.2
O=C(C[C@@H]1CC[C@@H](NC(=O)c2ccccc2)[C@H](CO)O1)NCc1ccc(Oc2ccccc2)cc1 | -0.9
CCS(=O)(=O)N1CCCCN2[C@@H](CO)[C@H](c3ccc(-c4cccc(C#N)c4)cc3)[C@@H]2C1 | -2.3
COc1ccc(S(=O)(=O)N(C)C[C@H]2OCCCC[C@@H](C)Oc3ccc(NC(=O)Nc4cccc5ccccc45)cc3C(=O)N([C@H](C)CO)C[C@H]2C)cc1 | -0.8
C[C@@H]1CN([C@@H](C)CO)C(=O)c2cc(C3=CCCC3)cnc2O[C@@H]1CN(C)Cc1cccnc1 | -0.5
COCC(=O)Nc1ccc2c(c1)C(=O)N(C)[C@@H]1CC[C@H](CC(=O)Nc3ccccc3)O[C@H]1CO2 | -0.2
COc1ccc(NC(=O)N(C)C[C@H]2Oc3cc(-c4ccncc4)ccc3S(=O)(=O)N([C@H](C)CO)C[C@@H]2C)cc1 | -0.3
COc1ccccc1CNC(=O)C[C@@H]1C[C@@H]2c3cc(NC(=O)NC4CCCC4)ccc3O[C@@H]2[C@@H](CO)O1 | 1.2
N#C[C@@H]1[C@H](c2ccccc2-c2cccc(F)c2)[C@H](CO)N1S(=O)(=O)c1cccc(F)c1 | 0.8
C[C@H](CO)N1C[C@H](C)[C@H](CN(C)C(=O)Nc2ccc(C(F)(F)F)cc2)Oc2ccc(NC(=O)Nc3ccc(C(F)(F)F)cc3)cc2C1=O | -9.2
O=C1CN(Cc2ccccc2)C[C@H]2[C@H](c3ccc(-c4ccccc4F)cc3)[C@H](CO)N12 | -0.5
CCS(=O)(=O)N1CC(=O)N2[C@H](CO)[C@@H](c3ccc(-c4ccc(F)cc4)cc3)[C@H]2C1 | 0.6
O=C(NC1CCCC1)N1CCCCN2[C@H](CO)[C@H](c3ccc(-c4ccncc4)cc3)[C@@H]2C1 | -0.4
O=S(=O)(c1ccccc1F)N1CCCCN2[C@@H](CO)[C@H](c3ccc(-c4cncnc4)cc3)[C@@H]2C1 | 0.3
C[C@@H]1CN([C@@H](C)CO)C(=O)c2cc(NS(=O)(=O)c3cccs3)ccc2O[C@@H]1CN(C)C(=O)Nc1ccccc1 | 0.5

Compounds from the list above containing a COOH group, in the order listed:
SMILES | TcdB GH inh
C[C@@H]1CN([C@@H](C)CO)C(=O)Cc2cc(NC(=O)Nc3ccc(F)cc3)ccc2O[C@@H]1CN(C)Cc1ccc(C(=O)O)cc1 | -0.3
C[C@@H]1CCCCO[C@@H](CN(C)Cc2ccc(C(=O)O)cc2)[C@@H](C)CN([C@H](C)CO)C(=O)c2cc(NC(=O)Nc3ccc(F)cc3)ccc2O1 | 0.3
C[C@@H]1CN([C@H](C)CO)C(=O)c2cc(NC(=O)CCC(F)(F)F)ccc2O[C@@H](C)CCCCO[C@@H]1CN(C)Cc1ccc(C(=O)O)cc1 | -0.1
